Assay outcomes as filed in PubChem.
CDK5 inh = inhibitors of human CDK5/p35 kinase; AID 488839; Recombinant CDK5/p35, ADP-Glo luminescence, 60 min; Q00535+Q15078; hit rate 0.01% among 330,000; inhibition, % at 10 µM;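 active means highest replicate inhibition of at least 50% and at least 75% of replicates reaching 50%; inconclusive means only one of the two criteria met; inactive means both criteria failed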;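 further: plate controls were DMSO neutral control for no effect and GW8510 at 10 µM for full effect; many of its hits are not listed in these tables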
Target sequence (Q00535 whole entry, looked up): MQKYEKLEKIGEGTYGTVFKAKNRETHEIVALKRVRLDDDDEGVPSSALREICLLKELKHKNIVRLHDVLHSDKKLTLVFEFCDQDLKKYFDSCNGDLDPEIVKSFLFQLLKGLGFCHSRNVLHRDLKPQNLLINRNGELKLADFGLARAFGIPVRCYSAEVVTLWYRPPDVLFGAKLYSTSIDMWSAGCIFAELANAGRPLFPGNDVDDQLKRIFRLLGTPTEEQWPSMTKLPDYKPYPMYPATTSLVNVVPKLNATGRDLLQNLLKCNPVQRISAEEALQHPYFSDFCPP
Target sequence (Q15078 whole entry, looked up): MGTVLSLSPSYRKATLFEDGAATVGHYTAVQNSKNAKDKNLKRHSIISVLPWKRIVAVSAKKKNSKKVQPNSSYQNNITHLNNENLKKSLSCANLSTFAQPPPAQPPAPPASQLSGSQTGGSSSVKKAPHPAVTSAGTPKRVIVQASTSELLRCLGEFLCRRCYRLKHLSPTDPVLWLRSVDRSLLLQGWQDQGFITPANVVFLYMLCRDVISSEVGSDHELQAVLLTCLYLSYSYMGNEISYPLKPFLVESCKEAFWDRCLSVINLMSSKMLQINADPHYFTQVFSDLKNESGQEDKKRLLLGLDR
MITF TRPM1 HTS = MITF TRPM1 promoter activation in melanoma cells. SK-MEL-5 TRPM1-promoter luciferase, 24 h; % of positive control, neutral wells = 0. activation, % at 12.5 µM. hit rate 0.75% among 300,000;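 active means mean activation of at least 80% with every replicate also reaching 80%; inconclusive means mean reaches 80% but some replicate falls short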;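 further: 0% = neutral control wells and 100% = parthenolide positive control wells; values of inactives mirror those of a sister screen read the other way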
PvdQ acylase = P. aeruginosa PvdQ acylase inhibition; purified PvdQ acylase, fluorescence plate reader; inhibition, % at 10 µM; hit rate 0.063% among 340,000; AID 488965; in the data active means inhibition above about 30%, passing the limit was not always enough; inconclusive means no clear call, values can overlap the other calls;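 further: 0% = vehicle neutral wells and 100% = reference inhibitor wells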
RTF Ca sens act = increases calcium sensitivity of human cardiac regulated thin filaments; P19429+P45379; IANBD-labeled TnC RTF fluorescence at EC20 calcium; 0% EC20 calcium, 100% full calcium; activation, % at 7.2 µM; hit rate 0.24% among 340,000; AID 493008;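 active means activation above the mean over all tested compounds plus 3 SD, cut at about 30% in these data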;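 further: rise in fluorescence read as greater calcium sensitivity of cardiac thin filaments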
SR-BI HDL uptake = blocks mouse SR-BI lipid uptake from DiI-HDL; hit rate 0.96% among 320,000; inhibition, % at 12.5 µM; ldlA[mSR-BI] CHO cells, DiI-HDL uptake fluorescence, 3 h; Q61009; AID 488896;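 active means mean replicate inhibition of at least 70% and a set share of replicates each scoring 70 or more; inconclusive means meets just one of the two criteria; inactive means fails both criteria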;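 further: 0% = median of neutral control wells and 100% = median of positive control wells; values of inactives mirror those of a sister screen read the other way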
dFosB act = enhances mouse delta FosB homodimer DNA binding; purified delta FosB, TAMRA-CDK5 oligo fluorescence polarization; percent of positive-control signal above neutral wells; activation, % at 25 µM; hit rate 0.99% among 340,000; AID 493131;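 active means mean activation above about 17%, with every replicate also reaching it, limit read from the data, passing the limit was not always enough; inconclusive means only one of the two conditions met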;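 further: fluorescence polarization rise as delta FosB binds a TAMRA Cdk5 AP-1 oligo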
HTR5A ag ctr = HTR5A agonism, opioid heterodimer counter-screen. hit rate 0.61% among 340,000. HTR5A agonist assay, luminescence, cell-based. activation, % at 9.3 µM. P47898; in the data active means activation mostly above about 9.5%, no sharp cut-off; inactive means mostly below about 7.6%;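 further: 0% = cells with vehicle only and 100% = reference agonist; strong numbers were not always called active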
Target sequence (P47898 whole entry, looked up): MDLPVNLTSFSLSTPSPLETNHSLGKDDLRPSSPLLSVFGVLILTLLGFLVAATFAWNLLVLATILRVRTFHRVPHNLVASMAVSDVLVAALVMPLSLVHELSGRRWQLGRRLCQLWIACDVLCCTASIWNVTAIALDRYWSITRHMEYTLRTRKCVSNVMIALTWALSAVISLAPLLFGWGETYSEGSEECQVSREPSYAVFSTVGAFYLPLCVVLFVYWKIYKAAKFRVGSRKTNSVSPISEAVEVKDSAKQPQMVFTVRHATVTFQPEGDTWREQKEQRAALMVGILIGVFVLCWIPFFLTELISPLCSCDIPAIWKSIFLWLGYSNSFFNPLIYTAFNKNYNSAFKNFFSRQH
SR-BI DiI-HDL act = SR-BI HDL lipid transfer activation | CHO ldlA[mSR-BI] cells, DiI-HDL uptake fluorescence, 3 h; 100 = double the neutral-control signal | activation, % at 12.5 µM | hit rate 0.096% among 320,000 | AID 504775;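 active means mean replicate activation of at least 60% and every replicate at or above 60%; inconclusive means mean or all-replicate condition met, but not both; inactive means mean below 60% and not all replicates reaching 60%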;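 further: 0% = median plate neutral-control signal and 100% = twice that signal; values of inactives mirror those of a sister screen read the other way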
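Assay system: LDL receptor-deficient CHO ldlA cells overexpressing murine SR-BI / Medium: BSA-supplemented, HEPES-buffered Ham's F12, pH 7.4 / Probe or stimulus: DiI-labelled HDL at 10 µg/mL final / Timing: compound with DiI-HDL co-incubation, 3 h at 37 °C / Technique: bottom-read cell fluorescence after medium removal, ex 550/em 595 nm / Measure: HDL uptake via cellular fluorescence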
Wnt act = Wnt/beta-catenin pathway activation; Wnt/beta-catenin reporter cell assay, activator, plate reader; hit rate 1.2% among 300,000; activation, % at 9.35 µM; in the data active means activation above about 30%, passing the limit was not always enough; inconclusive means no clear call, values can overlap the other calls;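 further: 0% = neutral control wells and 100% = positive control wells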
Rtt109 HAT inh = inhibitors of Candida albicans Rtt109/Vps75 histone acetyltransferase. AID 540336. hit rate 0.16% among 330,000. Q5AAJ8. inhibition, % at 34.9 µM. purified Rtt109/Vps75, ThioGlo CoA-SH fluorescence, 4 h;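 active means inhibition of at least 50% in every replicate; inconclusive means best replicate reaches 50% inhibition but some replicates fall short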
Starred values were filed as active, the others as inactive; ? = inconclusive; . = not tested or not shown.

mol	CDK5 inh	MITF TRPM1 HTS	PvdQ acylase	RTF Ca sens act	SR-BI HDL uptake	dFosB act	HTR5A ag ctr	SR-BI DiI-HDL act	Wnt act	Rtt109 HAT inh
CCC(NC(=O)NCc1ccc2c(c1)OCO2)(C(F)(F)F)C(F)(F)F	0.2	1	-4	2	-18	0	-6	18	.	3
Cc1cc2nc(C(F)(F)F)cc(-c3cccs3)n2n1	0.1	10	-1	0	1	-13	3	-1	0	-4
Cc1ccc(Cl)cc1NC(=O)CCCN1C(=O)c2cccnc2C1=O	0.2	-7	-9	4	-15	2	1	15	0	-5
Cc1ccc(NC(=O)c2ncn(CCCNCCCN3CCCC3=O)n2)cc1C	-2.1	-12	-7	-1	19	-2	3	-19	-1	10
O=C(CN1C(=O)C2C3C=CC(C4CC34)C2C1=O)Nc1cccc2ncccc12 (stereo not given)	1.3	-1	-11	1	-9	-5	-1	9	-2	-8
Cc1cc(-c2ccccc2)nc2cc(C(=O)N(Cc3ccccc3)Cc3ccccc3)nn12	1.8	2	-12	5	23	-16	1	-23	-2	8
CCN(CC)c1ccc(S(=O)(=O)N2CCOCC2)cc1NC(=O)C1CC1	-1.1	1	-4	-1	-5	-13	2	5	-5	-1
COc1ccc(OC)c(CC(=O)NC(c2ccccc2)c2ccccc2)c1	2.6	-2	3	1	-8	-9	1	8	-2	-7
CCC(CC)NC(=O)CSc1ccc(S(=O)(=O)N2CCOCC2)cn1	-0.3	9	0	-3	-23	5	-2	23	-2	6
CCCn1c(NCc2cc(OC)ccc2OC)nc2ccccc21	1.2	.	-10	0	-11	-4	0	11	.	.
COc1cc2c(cc1OC)[C@@H](NC(=O)CCC1CCCCC1)[C@H](O)C2	-0.3	-5	-12	-5	-11	2	1	11	-2	0
CSc1nncc(-c2ccccc2)n1	0.6	9	-14	6	12	3	-2	-12	4	-2
CC(NC(=O)c1ccc2c(c1)S(=O)(=O)N=C1CCCCCN12)c1ccc(S(N)(=O)=O)cc1 (stereo not given)	-0.1	4	3	-4	-13	3	2	13	0	-2
Cc1c(Br)cc(C(=O)O)c(C)c1C	-0.6	5	-7	-5	-16	-1	-1	16	.	-4
Cc1ccc(C)c(S(=O)(=O)N2CCN(C(=O)CCNS(=O)(=O)c3ccccc3)CC2)c1	0.0	3	-14	-3	4	-7	5	-4	1	-1
CCN(Cc1cccc(OC)c1)CC1CCCN(CCc2cccc(OC)c2)C1 (stereo not given)	0.3	11	-8	2	-8	0	0	8	-1	2
CC(=O)N1C[C@H]2CON(C)[C@H]2C[C@H]1c1cccc(-c2ccccc2)c1	0.7	1	-4	-5	-15	14	1	15	-1	2
CC(=O)Nc1ccc(NC(=O)C(C)Oc2ccc(C)nc2[N+](=O)[O-])cc1 (stereo not given)	0.8	4	-18	-1	-6	1	2	6	2	1
CN1CCN(c2nc3c(c(=O)[nH]c(=O)n3C)n2CCCSc2ncccn2)CC1	0.2	.	-3	1	-11	7	4	11	-1	13
Cc1ccc(NC(=O)C(=O)NCc2ccc(/C=C(/C#N)C(=O)NCc3cccnc3)o2)cc1C	-3.5	-1	-12	6	32	8	1	-32	.	3
CN(C)/C=C(\C=O)c1ccc(Cl)cc1Cl	-0.4	5	-1	-3	-8	-1	-5	8	-1	1
Cc1occc1C(=O)NNC(=O)C1CCCCC1	-0.1	-1	-7	5	-1	0	-3	1	.	-4
Cc1cccc(C(=O)NCC(=O)N2CCCCCCC2)c1	2.1	22	-5	-1	-4	-5	0	4	27	0
O=C1CCCN1CCC1CCN(C(=S)Nc2ccc(F)cc2)CC1	5.0	.	2	2	-19	7	-7	19	.	5
CN(C)CCCN(C(=O)c1cccs1)c1nc2cc3c(cc2s1)OCO3	-1.6	-1	21	-4	0	2	-3	0	8	2
Cc1ccc(C2OCC3(CO)COC(c4ccc(C)cc4)N23)cc1 (stereo not given)	0.7	15	-18	2	-19	-9	3	19	2	-6
CN(CC(=O)Nc1ccc(N2CCOCC2)cc1)C(=O)c1cc(F)c(F)cc1Cl	-0.7	10	-4	-14	-10	0	-1	10	-4	-4
Cc1ccc(N(Cc2cc3ccc(C)cc3[nH]c2=O)C(=O)c2ccco2)c(C)c1	-1.7	-9	-6	-1	23	1	1	-23	3	-8
CC(C)S(=O)(=O)CC(=O)c1ccc(Cl)cc1	0.1	-1	9	-1	-22	-10	3	22	2	.
CCn1c(C)c(C)c2cc(C(=O)NCCCN3CCCCC3C)ccc21 (stereo not given)	-0.6	31	-1	2	66	6	3	-66	-1	-1
Nc1ccc(C(=O)Nc2cccc3ncccc23)cc1	0.6	-4	9	2	8	-7	-3	-8	-1	8
Cc1ccc(-c2noc(C3CCCN(S(=O)(=O)c4ccc5ccccc5c4)C3)n2)o1 (stereo not given)	0.7	-3	7	-8	-16	-13	0	16	.	35
CCNC(=O)CN1C(=O)NC2(CCCc3cc(OC)ccc32)C1=O (stereo not given)	0.4	-7	-4	0	-2	-1	6	2	.	-7
CC(C)[C@H](NS(=O)(=O)c1ccccc1F)C(=O)OCC(=O)Nc1cccc(S(N)(=O)=O)c1	-3.1	-6	-7	-6	13	-2	7	-13	-2	-2
CCOC(=O)C1=C(COC(=O)/C=C/c2ccc(OC)c(OC)c2)NC(=O)NC1C (stereo not given)	-0.7	-7	12	-16	66	-5	4	-66	1	14
O=S(=O)(Nc1cccc(S(=O)(=O)N2CCCCC2)c1)c1ccc(Cl)s1	-0.9	-12	-4	-5	33	-16	-2	.	-2	-5
COc1ccccc1N1CCN(S(=O)(=O)c2ccc(F)cc2)CC1	0.0	4	10	0	1	-12	0	-1	.	33
Cc1ccc(C(=O)Nc2ccccc2N2CCCC2)cc1S(=O)(=O)N1CCOCC1	0.2	-4	-9	7	59	-8	-2	.	0	4
Cc1[nH]c2ccccc2c1/C=N\NC(=O)Cn1nnc(-c2ccccc2)n1	0.9	-1	1	-4	-10	-2	5	10	-4	-1
CN1C[C@@H]2C(c3ccc(Cl)nc3)C3(c4ccc(C#N)cc4)CC2(C3)[C@H]1c1ccccc1 (stereo not given in full)	0.3	-6	-7	1	18	0	-3	-18	-8	-2
COc1cccc(OCCCn2ccnc2)c1	-0.8	-10	-8	-2	-5	-5	-1	5	0	-11
COc1ccccc1CN1C[C@@H]2C[C@@H](c3ccc(C)cc3)N3CCC[C@@]23C1=O	-1.4	-3	-9	5	8	1	-3	-8	.	-1
COc1cc(OC)cc(N(C(=O)CNC(=O)c2cccs2)C(C(=O)NCC2CCCO2)c2ccccc2)c1 (stereo not given)	-0.3	-9	-12	1	-9	-9	-5	9	-3	8
COc1cc2c(cc1O)C(Cc1ccc(O)cc1)[N+](C)([O-])CC2 (stereo not given)	0.8	0	-6	-4	0	6	3	0	5	-7
COc1ccc(C(CNC(=O)c2[nH]c(C)c(C(C)=O)c2C)N2CCOCC2)cc1 (stereo not given)	2.1	-1	-16	2	-11	-4	6	11	-3	-16
COc1ccc(CCNC(=S)NC2CCN(Cc3ccccc3)CC2)cc1	-0.9	-8	-2	-2	15	-4	2	-15	-19	6
O=C(O)CCc1nc(-c2ccc(Cl)cc2)no1	-0.4	3	36*	-6	-5	0	0	5	.	3
Cc1sc2nc(CN3CCCC3)nc(N3CCN(S(=O)(=O)c4ccccc4)CC3)c2c1C	-1.2	23	-16	2	-16	42*	-3	16	-3	5
O=C(c1ccc(Br)o1)N1CCN(c2ccccc2F)CC1	-3.3	.	10	0	11	9	4	-11	-1	17
CCC(C)NS(=O)(=O)c1ccc(NC(=O)c2cccs2)cc1 (stereo not given)	1.0	-7	-3	0	1	-7	0	-1	-2	-1
Cc1nn(CCC(N)=S)c2nc(-c3cccs3)cc(C(F)(F)F)c12	-0.7	-6	-12	1	31	-14	-5	-31	-30	.
CCn1c(SCC(=O)Nc2ccc3c(c2)OCO3)nc2ccccc21	-5.3	.	-10	4	28	-5	8	-28	0	3
COCCCN1C(=O)C(=O)/C(=C(/O)c2ccc(S(=O)(=O)N3CCCCC3)cc2)C1c1ccc(O)cc1 (stereo not given)	0.1	3	-6	-3	-31	-6	0	31	-2	-3
COc1ccc(N2CCN(C(=O)C3CC(O)CN3S(=O)(=O)c3ccc([N+](=O)[O-])cc3)CC2)cc1 (stereo not given)	-0.2	4	-1	2	6	-6	2	-6	-1	-7
CC1(C)CC2CC(C)(CN2C(=O)COC(=O)Cn2[nH]c(=O)c3ccccc3c2=O)C1 (stereo not given)	-0.9	.	-11	1	5	-5	0	-5	.	1
COc1cc(/C=C/C(=O)OCC(=O)N2CCCCCC2)ccc1OCC#N	0.0	3	9	3	21	-3	1	-21	-3	2

Next structures.
mol	CDK5 inh	MITF TRPM1 HTS	PvdQ acylase	RTF Ca sens act	SR-BI HDL uptake	dFosB act	HTR5A ag ctr	SR-BI DiI-HDL act	Wnt act	Rtt109 HAT inh
C=CCN(Cc1ccc(Cl)s1)C(=O)CNC(=O)CNC(=O)c1ccc(Cl)cc1Cl	0.8	-1	-18	-1	12	-9	-3	-12	-1	-1
O=C(O)CN1C(=O)/C(=C\c2cc([N+](=O)[O-])ccc2OCc2ccccc2Cl)SC1=S	-7.9	4	-7	-12	.	-4	-4	.	-1	39
CCOc1ccc(N2C(=O)CC(NC3CCN(C(=O)c4cccc(Cl)c4)CC3)C2=O)cc1 (stereo not given)	-0.4	-9	-10	0	8	-8	2	-8	-3	-5
CC1CCN(C(=O)COC(=O)/C=C/c2ccco2)CC1	0.9	33	-11	-1	-6	-1	-1	6	2	4
Cc1c(Cl)cccc1NC(=O)C1CCCN(S(C)(=O)=O)C1 (stereo not given)	-1.9	10	-11	-2	-317	-6	0	?	-1	4
Cc1csc(NC(=O)COCC(=O)O)c1-c1nc2ccccc2s1	-0.9	.	14	.	-7	-1	.	7	0	18
CCC(=O)N1CCc2cc(S(=O)(=O)CCC(=O)Nc3ccc(C)cn3)ccc21	-3.3	3	-8	-3	-1	0	4	1	0	-5
CC(=O)c1ccc(S(=O)(=O)N2Cc3ccccc3CC2C(=O)O)cc1 (stereo not given)	0.8	1	-3	-3	14	-10	10	-14	0	1
CN(C)CCCN(C(=O)COc1ccccc1)c1nc2cc3c(cc2s1)OCO3	0.4	-35	-5	-2	-11	?	2	11	1	-1
Cc1ccc(CNc2ncnc3[nH]ncc23)cc1	0.6	0	-12	1	-7	-6	1	7	0	0
